# Assay outcomes as filed in PubChem BioAssay.
# KB-V1 cytotox: kills drug-selected multidrug resistant KB-V1 cells; KB-V1 MDR cells viability, CellTiter-Glo, 72 h; Potency, µM (highest dose often 46.1 µM), without a hit: at the highest dose activity change, negative = cytotoxicity, hits mostly cytotoxic; hit rate 3.4% among 400,000; AID 1347076; note: potency is the fitted concentration of half-maximal effect; % is set by controls: 0 for no effect and ±100 for the full control effect; nearly all actives have a fitted effect of over 60% in size
#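 Cytotoxicity via CellTiter-Glo luminescence after 72 h compound exposure at 37 degrees C. Cells: drug-selected KB-V1 line, DMEM phenol-red free plus 10% FBS. Compounds tested at multiple concentrations; normalized data fitted to concentration-effect curves.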
# GLP1R cytotox: cytotoxic in the GLP-1 receptor inverse agonist counter-screen. hit rate 0.13% among 410,000. HEK293 cAMP-luciferase reporter cells, luminescence, 24 h. AID 624418. Potency, µM (titrated, usually from 38.3 µM), for the others: at the highest dose activity change, negative = inhibition, hits mostly inhibitors;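 note: loss of luciferase light is scored as toxicity; potency is the fitted concentration of half-maximal effect; % is set by controls: 0 for no effect and ±100 for the full control effect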
#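 To flag toxic compounds, the library was rerun on cells for 24 hr at 37 deg C and 5% CO2. Viability-linked luminescence was captured 12 min after adding luciferase detection reagent.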
# IL1B secr inh: inflammasome signaling inhibition, IL-1 beta readout; hit rate 4.7% among 360,000; activity change, % at 57.5 µM; THP-1 LPS/ATP IL-1B secretion, AlphaLISA, 16 h; active compounds read low; AID 743279; in the data active = activity change below about -50%; inconclusive = mostly about -30% to -49%; note: % is set by controls: 0 for no effect and ±100 for the full control effect
#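 THP-1 cells pretreated 1 hr with compounds (up to 57.5 uM final), then stimulated with LPS (250 ng/mL final) plus ATP (1.25 mM final); secreted IL-1B measured by AlphaLISA after 16 hr, decreased signal indicating inhibition.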
# MCF10A rerep: DNA re-replication induction in MCF 10a cells. MCF 10A DNA re-replication, Hoechst nuclear intensity, 48 h. Potency, µM (highest dose often 46.1 µM), for the others: at the highest dose activity, positive = re-replication, actives largely listed as activators. hit rate 2.9% among 350,000; note: potency is the fitted concentration of half-maximal effect; % of control where 0% means no effect; nearly all actives have a fitted effect of over 50% in size
# KB-3-1 cytotox: KB-3-1 parental cell cytotoxicity; KB-3-1 viability, CellTiter-Glo ATP luminescence, 72 h; Potency, µM (series often up to 46.1 µM), inactives show at the highest dose activity change, negative = cytotoxic, most hits filed as cytotoxic; hit rate 1.4% among 400,000; AID 1347075; note: potency is the fitted concentration of half-maximal effect; % is set by controls: 0 for no effect and ±100 for the full control effect; nearly all actives have a fitted effect of over 60% in size
#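 Here the drug-naive KB-3-1 line serves as comparator for MDR sub-line selectivity; cells received compound titrations, 72 h at 37 °C, then CellTiter-Glo readout.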
# D3 ag: D3 dopamine receptor (human) agonism; hit rate 0.58% among 410,000; AID 652048; max activation, %; D3R DiscoveRx beta-arrestin cells, luminescence, 90 min; in the data active = max activation above about 30%; note: 0% is about no effect; mostly tested at two doses, the higher about 12 µM
# Target sequence (P35462 whole entry, looked up): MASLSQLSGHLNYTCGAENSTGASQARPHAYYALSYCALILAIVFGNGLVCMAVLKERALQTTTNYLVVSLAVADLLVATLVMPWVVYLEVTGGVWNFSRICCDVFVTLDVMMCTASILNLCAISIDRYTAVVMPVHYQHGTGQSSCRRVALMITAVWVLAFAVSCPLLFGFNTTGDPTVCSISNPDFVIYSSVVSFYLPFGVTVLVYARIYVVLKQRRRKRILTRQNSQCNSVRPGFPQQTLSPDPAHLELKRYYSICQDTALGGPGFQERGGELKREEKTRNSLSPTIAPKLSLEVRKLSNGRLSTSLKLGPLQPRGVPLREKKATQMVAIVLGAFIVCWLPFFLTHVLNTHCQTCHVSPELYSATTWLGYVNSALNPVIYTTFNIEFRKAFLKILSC
#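 Agonist mode: compounds and dopamine controls were applied to plated cells for 90 min at 37 degrees C after an overnight attachment at 1500 cells/well. Luminescent read-out followed 30 - 60 minutes at room temperature with DiscoveRx detection reagent.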
# HT1080 IDH1KD tx: toxicity to HT-1080 IDH1 knockdown cells (counter line); hit rate 2% among 360,000; Potency, µM (doses to about 46.1 µM), without a hit: top-dose activity, negative = toxicity, hits mostly cytotoxic; AID 686971; HT-1080 IDH1 knockdown viability, ATP luminescence, 48 h;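 note: potency is the fitted concentration of half-maximal effect; 0% = DMSO wells and -100% = cell-free medium wells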
#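 IDH1KD HT-1080 cells, 750/well, RPMI + 5% FBS; compound pinned after 2 h settling; 48 h, 37 °C; CellTiter-Glo luminescence; % activity normalised to DMSO and no-cell wells; curves fitted, classed by r2 and efficacy.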
# SW480 rerep: inducers of DNA re-replication in SW480 colon cancer cells; SW480 DNA re-replication, Hoechst DNA content imaging, 48 h; Potency, µM (highest dose often 46.1 µM), for the others: at the top dose re-replication activation, hits mostly activators; hit rate 1.8% among 340,000; note: potency is the fitted concentration of half-maximal effect; % of control where 0% means no effect; nearly all actives have a fitted effect of over 55% in size
#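 Image-based DNA-content assay: after two days of treatment, nuclei were labelled with the DNA dye Hoechst and imaged, and hits were compounds raising the count of nuclei showing high fluorescence intensity.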
# HT1080NT lethal: kills 2HG-producing HT-1080-NT fibrosarcoma cells; HT-1080-NT fibrosarcoma viability, CellTiter-Glo ATP luminescence, 48 h; Potency, µM (doses to about 46.1 µM), without a hit: at the top dose activity, negative = less viability, actives largely listed as cytotoxic; hit rate 1.6% among 360,000;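 note: NT is the 2HG producing partner of a matched IDH1 knockdown line; potency is the fitted concentration of half-maximal effect; 0% = DMSO-treated cells and -100% = media-only wells without cells; nearly all actives have a fitted effect of over 55% in size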
#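 Read-out is CellTiter-Glo luminescence after 10 minutes at room temperature, following 48 hours' compound treatment of HT-1080-NT cells (750 cells/well, RPMI, 5% FBS, 37 degrees C).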
# Starred values were filed as active, the others as inactive; i = inactive; u = inconclusive; x = no result given; & = joins results of further samples; [ ] = dose if it differs, or a comment. Unless noted, calls come from the whole dose curve; as a rule, active = well fitted curve in the direction sought with a large enough effect; inconclusive = small, poorly fitted or top-dose-only effect, or another doubt; inactive = no such curve, though single readings can be large; an effect the other way counts as inactive or inconclusive.
SMILES,KB-V1 cytotox,GLP1R cytotox,IL1B secr inh,MCF10A rerep,KB-3-1 cytotox,D3 ag,HT1080 IDH1KD tx,SW480 rerep,HT1080NT lethal
CN(C(=O)c1oc(=O)c2ccccc2c1-c1ccccc1)c1cccc(Cl)c1,-6%,1%,x,x,-4%,-15,x,x,x
Cc1csc(NC(=O)CSc2nnc(CCNC(=O)c3ccc(Cl)c(Cl)c3)n2C)n1,-1%,2%,3,-4%,-14%,-3,-2%,-4%,8%
Cc1ccc(NC(=O)C(C)Sc2nc(-c3ccccc3)c(C#N)c(=O)[nH]2)c(C)c1 (stereo not drawn),11%,18%,x,x,3%,-9,x,x,x
c1ccc2c(N3CCCCCC3)nc(-c3ccncc3)nc2c1,18µM*,-11%,u,u,-10%,9,u,0%,-5%
O=C(CSc1ncccn1)NC1CCS(=O)(=O)C1 (stereo not drawn),8%,-2%,31,-8%,-16%,3,9%,-14%,18%
O/C(=C\c1ccc2ccccc2n1)c1ccncc1,-10%,11%,-17,-2%,0%,0,u,-88%[inhibitor],-26%
O=C(CSc1ccc(-c2cccnc2)nn1)Nc1ccccc1,u,11%,i,1%,11%,2,-9%,-29%,10%
O=C1CCC([N+](=O)[O-])C(c2ccccc2Cl)N1 (stereo not drawn),10%,-8%,13,u,21%,-15,7%,-3%,13%
O=C(CSc1nc(Cc2ccccc2)nc2ccccc12)c1ccc2c(c1)OCCO2,u,-3%,-11,u,-9%,5,-24%,4%,u
Cc1nn(C)c(C(=O)N/N=C/c2ccccn2)c1[N+](=O)[O-],23%,3%,13,-9%,18%,2,3%,-1%,1%
COc1ccc(CN2CCN(S(=O)(=O)c3ccc(C)cc3)CC2)cc1Br,u,12%,-17,u,-20%,-3,-1%,-8%,-2%
O=C(CN1CCN(c2ccccn2)CC1)Nc1cc(F)ccc1F,0%,1%,1,15%,-1%,7,-4%,9%,-2%
Cc1cc(C)cc(Nc2nc3c(S(=O)(=O)c4cccc(Cl)c4)nnn3c3ccsc23)c1,5%,1%,x,x,-18%,54*,x,x,x
CCC(C)(C)C1CCc2c(sc(NC(=O)c3cccs3)c2C(N)=O)C1 (stereo not drawn),10%,42%[activator],-1,2%,0%,0,5%,u,11%
Cn1c(NCCOc2ccccc2Cl)nc2cc(-c3ccc(F)cc3)sc2c1=O,4%,3%,1,x,0%,-3,12%,x,5%
COc1ccc2[nH]cc(CCNC(=O)Nc3cc(C)cc(C)c3)c2c1,-15%,-9%,x,x,-15%,-1,x,x,x
COCc1cc(/C=N\NC(=O)COc2ccccc2)ccc1OC,0%,18%,8,2%,11%,-18,14%,-4%,8%
COCCNC(=O)Cn1nc(C(F)(F)F)c(Cl)c1C,2%,0%,0,-4%,-2%,9,0%,0%,9%
COc1ccc(-c2cc(N3C(=O)Nc4ccccc4N3O)n[nH]2)c(OC)c1,-4%,-16%,-20,3%,29%,2,5%,-1%,5%
Cc1cc(NC(=O)c2c(F)cccc2F)n(-c2nc3ccccc3[nH]2)n1,0%,u,u,12µM*,u,37*,10µM*,8.2µM*,u
Cc1ccc(S(=O)(=O)CCC(=O)NCc2ccco2)cc1,12%,5%,6,2%,5%,-2,-2%,3%,-1%
O=C(NNC(=O)C(O)(c1ccccc1)c1ccccc1)C1CC1,-10%,5%[7.66 µM],-10,-3%,-10%,3,10%,1%,10%
C/C(CC(=O)NCc1ccco1)=N\NC(=O)Cc1cccc2ccccc12,10%,-9%,10,2%,-11%,6,6%,-7%,3%
O=C(NC1CCCCC1)NC1CCN(C(=S)NCc2ccco2)CC1,1%,3%,8,-3%,-13%,1,4%,-9%,7%
COc1cccc(CNc2ccc(F)c(Cl)c2)c1OC,5%,-4%,-13,10%,-7%,-8,6%,-3%,10%
# (more compounds)
SMILES,KB-V1 cytotox,GLP1R cytotox,IL1B secr inh,MCF10A rerep,KB-3-1 cytotox,D3 ag,HT1080 IDH1KD tx,SW480 rerep,HT1080NT lethal
O=C(N/N=C/C=C/c1ccccc1)c1ccccn1,0%,0%,-28,1%,20%,4,u,-3%,24%
CN(CC#CCC(c1ccccc1)c1ccccc1)C(C)(C)C,-12%,-24%,u,-7%,-1%,-50,u,-3%,u
[N-]=[N+]=NC[C@H](Cc1ccccc1)N1CC[C@@H](O)CCC1=O,-10%&1%,-7%,42,2%,0%&5%,2,15%,-17%,14%
Cc1cc2nc(-c3cccc(Br)c3)c(CC(C)(C)C)n2c(C)c1Br,9%,3%,15,x,0%,13,-22%,x,-27%
COc1ccc(NC(=O)Nc2ccccc2F)cc1,18µM*,-19%,-26,0%,u,8,-9%,-1%,u
CCN(CC)c1ccc(NC(=O)c2cccn2-c2nnc(N3CCCCC3)s2)c(C)c1,11%,1%,x,x,-1%,-3,x,x,x
CCCCN(C(=O)c1cccs1)c1c(N)n(Cc2ccccc2)c(=O)[nH]c1=O,x,-8%,3,-4%,x,4,0%,1%,0%
Cc1ccc(S(=O)(=O)N2CCCCC2)cc1NC(=O)CSc1nccn1C,-28%,-2%,0,u,-2%,5,9%,-4%,9%
CC1CCN(CCOc2ccccc2-c2ccccc2)CC1,9%,3%,-28,1%,0%,-30,0%,3%,-8%
CCN(CC)CCN1C(=O)C(=O)/C(=C(/O)c2ccc(F)cc2)C1c1cccnc1 (stereo not drawn),0%,-45%,9,-5%,-1%,0,1%,-99%[inhibitor],5%
Cc1ccc(/C=C2\CCC(C3CCCC3)C2=O)cc1 (stereo not drawn),3%,-1%,5,-1%,-3%,2,0%,-5%,11%
CC(NS(C)(=O)=O)C(c1cccs1)N1CCN(C)CC1 (stereo not drawn),-15%,6%,-16,1%,3%,-1,-16%,5%,-1%
O=C1Nc2cc(C(=O)NCCCN3CCCC3)ccc2S/C1=C\c1ccccc1,18%,-5%,-9,u,0%,0,u,u,-25%
CC1(Cc2ccc(Cl)c(Cl)c2)C(=O)Nc2c(Cl)ccc(Cl)c21 (stereo not drawn),-3%,-27%,27,x,0%,-3,u,x,u
CC(CC(=O)O)C(=O)c1ccc(Cl)c([N+](=O)[O-])c1 (stereo not drawn),-2%,5%,-18,4%,-7%,1,3%,0%,1%
O=C1c2cccc3cccc(c23)N1CN1CCN(c2ccccn2)CC1,5.8µM*,57%[activator],11,0%,-5%,8,2%,1%,14%
CCN(CC)S(=O)(=O)c1cccc(C(=O)NCC2(N3CCOCC3)CCCCC2)c1,-15%,-5%,-8,3%,2%,-10,1%,-10%,9%
Cc1cccc(NC(=O)c2ccc(COc3ccc(Cl)cc3Cl)o2)n1,-3%,0%,u,u,0%,1,-1%,15%,-12%
c1ccc(-c2nnc3sc(CN4CCc5ccccc54)cn23)cc1,u,0%,-1,-2%,21µM*,9,x,0%,x
CCOC(=O)C1(CCOc2ccccc2)CCN(Cc2ccc(O)c(OC)c2)CC1,0%,-9%,-28,4%,-10%,-19,-23%,0%,-29%
CCC(=O)N1c2ccc(S(=O)(=O)N3CCC(C)CC3)cc2CC1C (stereo not drawn),u,1%,x,x,5%,1,x,x,x
COc1ccc(-c2nnc(SCc3ccccc3F)o2)cc1OC,-22%,-19%,-6,2%,-7%,8,-1%,-3%,-4%
CCCC(=O)N1CCC1(C)C(=O)Nc1ccccc1-c1ccccc1 (stereo not drawn),3%,5%,-19,x,0%,1,2%,x,22%
CCOc1ccc(NC(=O)NCCN2C(C)CCCC2C)cc1 (stereo not drawn),-16%,2%,-2,0%,-2%,-19,7%,-10%,-1%
COc1cccc(OC)c1C(=O)OCC(=O)NCCNC(=O)COC(=O)c1c(OC)cccc1OC,-1%,2%,-5,x,4%,2,3%,x,8%
COc1ccc(-c2nc(NC(C)=O)sc2-c2ccc(OC)cc2)cc1,-15%,14%,54,u,u,0,-7%,u,-2%

# One compound at a time, as listed above. Order of screens: KB-V1 cytotox | GLP1R cytotox | IL1B secr inh | MCF10A rerep | KB-3-1 cytotox | D3 ag | HT1080 IDH1KD tx | SW480 rerep | HT1080NT lethal
# CCOC(=O)C1(CCOc2ccccc2)CCN(Cc2ccc(O)c(OC)c2)CC1 in the list: 0% | -9% | -28 | 4% | -10% | -19 | -23% | 0% | -29%
# Cc1ccc(S(=O)(=O)N2CCCCC2)cc1NC(=O)CSc1nccn1C in the list: -28% | -2% | 0 | u | -2% | 5 | 9% | -4% | 9%
# COc1ccc(-c2nnc(SCc3ccccc3F)o2)cc1OC in the list: -22% | -19% | -6 | 2% | -7% | 8 | -1% | -3% | -4%

# An excerpt of these results, with two lines to a compound:
# Results follow in this order: KB-V1 cytotox | GLP1R cytotox | IL1B secr inh | MCF10A rerep | KB-3-1 cytotox | D3 ag | HT1080 IDH1KD tx | SW480 rerep | HT1080NT lethal
- CN(CC#CCC(c1ccccc1)c1ccccc1)C(C)(C)C
→ -12% | -24% | u | -7% | -1% | -50 | u | -3% | u
- Cc1cc2nc(-c3cccc(Br)c3)c(CC(C)(C)C)n2c(C)c1Br
→ 9% | 3% | 15 | x | 0% | 13 | -22% | x | -27%
- COc1ccc(NC(=O)Nc2ccccc2F)cc1
→ 18µM* | -19% | -26 | 0% | u | 8 | -9% | -1% | u
- Cc1ccc(/C=C2\CCC(C3CCCC3)C2=O)cc1 (stereo not drawn)
→ 3% | -1% | 5 | -1% | -3% | 2 | 0% | -5% | 11%
- CCN(CC)CCN1C(=O)C(=O)/C(=C(/O)c2ccc(F)cc2)C1c1cccnc1 (stereo not drawn)
→ 0% | -45% | 9 | -5% | -1% | 0 | 1% | -99%[inhibitor] | 5%
- Cc1ccc(NC(=O)C(C)Sc2nc(-c3ccccc3)c(C#N)c(=O)[nH]2)c(C)c1 (stereo not drawn)
→ 11% | 18% | x | x | 3% | -9 | x | x | x
